Screening results as filed in PubChem BioAssay.
MT stabilize HCS: stabilizes microtubules in HeLa cells; HeLa tubulin immunostaining HCS, 24 h; share of cells brighter than vehicle mean+2SD; % tubulin-high responders, % at 10 µM; 0.83% of 200,000 active;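 active = plate Z-score above 3 for both tubulin-high and condensed-nucleus cell shares, with cell loss under 80%, at 10 µM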;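 note: anti alpha tubulin signal scored within the nucleus-defined area of each cell; some results filed as inactive read as strong as hits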
Ins promoter up: MIN6 insulin promoter up-regulation; MIN6 insulin promoter-GFP reporter, high-content imaging; hits give high values; z-score at 5 µM; 0.3% of 190,000 active; AID 1625;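 active = z-score above 3 at 5 µM with at least 500 cells counted in the well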
human PMI inhibitors: human PMI inhibitors, high substrate, primary screen, biochemical, fluorescence intensity, high mannose 6-phosphate (AID 1220) | recombinant PMI enzyme, coupled fluorescence intensity; higher % means a stronger effect | inhibition, % at 20 µM, or IC50 in µM where a hit was titrated | 0.66% of 190,000 active
TNAP activation fold: stimulation of alkaline phosphatase TNAP activity – biochemical, luminescent, no phosphate acceptor, uHTS, primary screen (AID 1001); purified TNAP, luminescent activation assay, no phosphate acceptor; higher activation fold means a stronger effect; activation fold at 20 µM, or EC50 in µM where a hit was titrated; 0.03% of 200,000 active; in the data active = activation fold from about 3, or a potency from the dose series; inactive = the rest, 99 in 100 with activation fold below about 1.6; note: many of its hits are not listed in these tables
b-catenin transl: alters nuclear translocation of beta-catenin in HeLa cells | immunofluorescence imaging | nuclear translocation activity, % at 5 µM | 0.3% of 190,000 active;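 active = nuclear translocation activity above 50% at 5 µM, with a well cell count of 50 or more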;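 note: per-cell ratio of nuclear to cytoplasmic median beta-catenin stain intensity; plate controls were DMSO negative control for no effect and GSK-3 inhibitor IX positive control for full effect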
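Test system: HeLa cells, endogenous beta-catenin; Compound: single 5 µM dose plus 0.02–20 µM confirmation series; Times: compound exposure 24 h at 37°C; Signal: fluorescence imaging of beta-catenin antibody stain plus DAPI; Read-out: % activation, nuclear-to-cytoplasmic median beta-catenin signal ratio per cell.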
Hep lipid drop: hepatic lipid droplet formation modulation; AID 1656; 0.4% of 240,000 active; AML12 mouse hepatocytes, oleate lipid droplets, BODIPY imaging; inhibition, % at 6.5 µM;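 active = lipid droplet intensity inhibited by at least 50%, with more than 500 cells counted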
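Assay system: AML12 hepatocytes (mouse) / Also added: 100 µM oleic acid challenge / Times: overnight treatment with compound plus oleate / Detection: high-content imaging of BODIPY-stained droplets and DAPI nuclei / Evaluation: % inhibition of lipid droplet signal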
Autophagy HCS: autophagy modulation, high-content screen | AID 463193 | MEF GFP-LC3 puncta imaging; test concentration mostly 10 µM | 0.98% of 190,000 active | calls only at 10 µM (by protocol);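 active = percentage of spot-positive cells more than 3 SD above its plate mean, without a fluorescence outlier flag or 80% toxicity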;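 note: spot-positive cell cutoff set from DMSO-treated cells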
T cell HTS: T cell immune modulation candidate | 2C CD8+ T cell-vesicle binding, flow cytometry; hits give low values | calls only at 7 µM | 0.068% of 330,000 active | AID 2052;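 active = response, share of CD8 T cells binding vesicles, and their 90th percentile fluorescence all below set limits, cut at about 80% in these data, passing the limit was not always enough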
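Assay system: 2C TCR transgenic mouse naive CD8+ T cells, MACS-purified | Read-out: CD8+ gate FL2 mean fluorescence as % of same-row positive control | Signal: High-throughput flow cytometry with anti-B7-1 and anti-CD8 staining | Timing: Binding step 1.5 h, 37 °C, antibody labelling 20 min, ice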
human PMI inhibition: inhibitors of human PMI, primary screen, biochemical, fluorescence intensity, coupled assay (AID 1209). purified PMI enzyme, coupled fluorescence intensity; higher % means a stronger effect. one-dose inhibition, % at 20 µM; IC50 in µM for titrated hits. 0.42% of 190,000 active;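 note: plate controls were DMSO vehicle for no effect and wells lacking substrate for full effect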
Ins promoter up cell count: recorded beside Ins promoter up, whose call it bears; cell count; measured here: cytotoxicity, nuclei count;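 total cells summed across four imaged fields per well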
Hep lipid drop cells 6.5 µM: recorded beside Hep lipid drop, whose call it bears; cell count; measured here: cell count, cytotoxicity flag;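 cells counted across two imaged fields per well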
b-catenin transl cell count 5 µM: second read-out of b-catenin transl, no call of its own (marks repeat the call); cell count; measured here: cell count, cytotoxicity flag
T cell HTS vesicle-bound %: further read-out of T cell HTS, marked with its call; double positive events, %; measured here: CD8+ vesicle-bound cell fraction;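 binding gate set so that unloaded-vesicle control wells show 10% double positive cells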
MT stabilize HCS Hoechst-high %: further read-out of MT stabilize HCS, marked with its call; % Hoechst-high responders; measured here: nuclear condensation Hoechst responders;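 share of cells brighter than vehicle mean plus two SD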
MT stabilize HCS cytotoxicity %: second read-out of MT stabilize HCS, no call of its own (marks repeat the call); toxicity, %; measured here: cytotoxicity by cell density;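 0% = mean cell density of plate MIN control wells and 100% = no cells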
Autophagy HCS cell loss 18 h: second read-out of Autophagy HCS, no call of its own (marks repeat the call); toxicity, %; measured here: cell loss, nuclei count;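 cell loss after 18 h compound exposure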
* = called active by the depositor; i = inactive; nt = no result given. Cut-off read from the data, not from the text of the source, unless noted: active = inhibition above about 50%; inactive = the rest.

Values run as follows: MT stabilize HCS, MT stabilize HCS Hoechst-high %, MT stabilize HCS cytotoxicity %, Ins promoter up, Ins promoter up cell count, human PMI inhibitors, TNAP activation fold, b-catenin transl, b-catenin transl cell count 5 µM, Hep lipid drop, Hep lipid drop cells 6.5 µM, Autophagy HCS, Autophagy HCS cell loss 18 h, T cell HTS, T cell HTS vesicle-bound %, human PMI inhibition
> Cc1ccc(CS/C(Nc2ccccc2C)=C(\C#N)C(=O)NCc2ccco2)c(C)c1
 : 2.7, 1.8, 7.9, -2, 859, -3.2%, 1.1, -2.6, 834, nt, nt, i, -2.9, i, 13.2, 7.7%
> Cc1nnc(SCC(=O)NC23CC4CC(CC(C4)C2)C3)n(N)c1=O
 : 1.9, 1.2, 12.6, 0.49, 1149, 8.8%, 1, -2.8, 1020, 10.9, 694, i, -6.0, i, 23.8, 8.7%
> Cc1nnc(-c2cnn(C)c2N)n1Cc1cccc(Cl)c1
 : 1.5, 0.8, 4.9, 0.62, 883, 13.6%, 1, 1.5, 1162, -3.0, 731, i, -9.7, i, 66.7, 14.8%
> CSc1nnc(-c2cnccn2)n1CCCN1CCCC1=O
 : 2.9, 1.6, 7.9, -0.91, 1532, -7.6%, 1.2, -6.2, 990, nt, nt, i, -16.2, i, 28.5, -21.0%
> CC(=O)c1ccc(N2CCN(c3ccc(C(F)(F)F)cn3)CC2)cc1
 : 2.1, 2.9, 5.2, -1.03, 1303, -2.6%, 1.1, -1.9, 1051, 0.5, 689, i, 6.0, i, 32.2, -0.6%
> c1ccc(OCCOc2cccc3cccnc23)cc1
 : 4.5, 1.7, 3.5, -0.04, 1323, 6.6%, 1.1, 1.2, 527, 2.5, 619, i, 36.4, i, 27.9, 4.6%
> COCCSc1nc(N)c2c3c(sc2n1)CN(C)CC3
 : nt, nt, nt, -0.28, 1376, nt, nt, -1.4, 1108, -9.3, 664, nt, nt, i, 30.4, nt
> O/N=C/c1ccccc1Oc1ccc(Cl)cc1
 : 1.4, 1.4, 0.1, 0.24, 1364, 6.7%, 1.1, 0.7, 924, 14.3, 702, i, 5.8, i, 18.1, 12.9%
> O=C1CSCN1c1cc(Cl)ccc1Cl
 : 1.7, 3.1, 11.3, 0.74, 1450, 0.1%, 1.1, -0.4, 1402, 3.1, 721, i, 10.2, i, 45.4, 0.1%
> CNC(=S)N1N=C(c2ccc(C)cc2)CC1c1ccc(N(C)C)cc1 (stereo not given)
 : 2.9, 2.0, 3.4, 0.9, 1790, 7.6%, 1, -4.3, 1008, -7.3, 558, i, -5.2, i, 48.6, -1.8%
> COc1ccc(CC(=O)Nc2cccc(C(=O)Nc3cccc(C)c3)c2)cc1
 : 1.3, 1.6, 4.9, -0.21, 1442, 6.4%, 1.1, -0.4, 1094, -14.0, 693, i, -11.3, i, 11.8, 12.0%
> CCOC(=O)N1CCC(NC(=O)C2=CCN(S(=O)(=O)c3ccc(OC)cc3)CC2)CC1
 : nt, nt, nt, -0.35, 1151, nt, nt, -0.1, 1361, -3.1, 766, nt, nt, i, 23.9, nt
> Nc1nnnn1CC(=O)N/N=C/c1ccccn1
 : nt, nt, nt, 0.28, 1422, nt, nt, -3.2, 1138, 12.8, 673, nt, nt, i, 37.1, nt
> CCC1C(=O)NCCN1Cc1nc(-c2ccc(C)s2)oc1C (stereo not given)
 : 0.7, 2.1, 3.3, nt, nt, 35.9%, 1, 1.9, 883, -1.4, 714, i, 35.4, i, 33.4, 20.2%
> O=S(=O)(/C=C/c1ccccc1)N1CCN(c2cccc(Cl)c2)CC1
 : 2.2, 1.3, 7.1, nt, nt, 1.2%, 1.1, -8.5, 1048, 9.9, 775, i, -2.8, i, 7.4, 4.5%
> Cc1cccc(OCC(=O)O/N=C(\N)c2ccccn2)c1C
 : 2.8, 2.4, 6.0, 0.13, 1648, -2.0%, 1.1, 2.2, 1382, nt, nt, i, 5.2, i, 22.4, 2.8%
> Cc1ccc(C(=O)CC(C(=O)O)n2cccn2)cc1 (stereo not given)
 : 3.3, 2.3, 9.5, -0.05, 1069, -10.0%, 1.1, -4.8, 1029, nt, nt, i, -2.1, i, 52.1, -7.4%
> COc1cc(NC(=O)c2ccc3c(c2)OCO3)ccc1NC(=O)c1cccs1
 : 1.6, 2.3, 12.6, 0.7, 1452, -1.9%, 1, -0.4, 1018, -7.6, 742, i, -9.9, i, 58.7, 1.6%
> O=C(O)C1CSC(c2ccc(O)c([N+](=O)[O-])c2)N1 (stereo not given)
 : 3.9, 1.3, 0.9, 0.18, 1471, 13.8%, 1.1, 0.5, 1548, 0.9, 748, i, 16.7, nt, nt, 10.8%
> CCOC(=O)CSc1nc2ccccc2c(=O)n1Cc1ccco1
 : 3.0, 1.6, 7.0, 0.44, 1071, -2.1%, 1, -1.7, 994, nt, nt, i, 14.9, i, 14.2, -1.0%
> O=C(O)C1CCN(C(=O)COc2ccc3c4c(c(=O)oc3c2)CCC4)CC1
 : 1.6, 0.9, 5.0, 2.04, 1534, 12.2%, 1, -5.9, 748, nt, nt, i, -6.2, i, 49.1, -2.4%
> CCCNC(=O)NC(=O)COC(=O)c1oc2ccc(OCC)cc2c1C
 : 3.3, 2.9, 4.9, -0.27, 932, -6.9%, 1.2, nt, nt, 0.0, 718, i, -3.0, i, 30.4, -5.4%
> CCOC(=O)Cn1c(=O)oc2cc(S(=O)(=O)N(C)Cc3ccco3)ccc21
 : 3.3, 3.5, 10.0, 0.24, 848, -11.0%, 1.2, -6.2, 1190, nt, nt, i, 17.9, i, 55.4, -5.9%
> CCOC(=O)C1(Cc2ccccc2C(F)(F)F)CCN(C(C)CCn2cccn2)CC1 (stereo not given)
 : 3.5, 2.1, 7.6, -0.8, 1613, nt, 1, 0.6, 1472, -7.2, 694, i, 6.4, i, 42.0, nt
> CC(C)NC(=O)c1ccccc1NC(=O)C(C)Oc1ccccc1 (stereo not given)
 : 2.4, 1.5, 7.0, -0.74, 1599, -4.0%, 1.1, 0.0, 876, 1.4, 649, i, -3.4, i, 44.7, 2.7%
> Cc1cc(N=Nc2ccc(C)c(N=Nc3cc(C)c(N)cc3N)c2)c(N)cc1N
 : nt, nt, nt, -1.13, 916, nt, nt, 0.1, 1415, 3.7, 679, nt, nt, i, 52.1, nt
> COC(=O)c1ccccc1NC(=O)/C=C/c1cc(OC)c(OC)c(OC)c1
 : 2.3, 1.3, 9.1, nt, nt, 5.0%, 1.1, nt, nt, -0.6, 860, i, -8.9, i, 12.4, 6.7%
> O=C(Oc1c(CN2CCOCC2)cc(Cl)c2cccnc12)c1ccccc1Cl
 : 4.1, 1.8, 0.3, -0.3, 980, 57.1%*, 1.2, 1.5, 1013, 3.2, 641, i, 21.0, i, 19.2, 30.5%
> CCCOC(=O)C(C)n1c(-c2ccccc2)nc2ccccc2c1=O (stereo not given)
 : 2.7, 1.8, 0.9, -0.86, 1434, 11.4%, 0.9, 1.3, 1351, nt, nt, i, 15.6, i, 31.3, 6.4%
> COC(=O)c1ccc(CSc2nnc(CNC(=O)COc3ccc(Cl)cc3)o2)o1
 : 2.6, 0.9, 6.8, -0.64, 897, -1.0%, 1.1, -1.5, 1182, -5.8, 758, i, -7.0, i, 39.0, 3.1%

Arranged by the number under T cell HTS vesicle-bound % (rising): some entries from above.
mol | T cell HTS vesicle-bound %
CSc1nnc(-c2cnccn2)n1CCCN1CCCC1=O | 28.5
CCCNC(=O)NC(=O)COC(=O)c1oc2ccc(OCC)cc2c1C | 30.4
Nc1nnnn1CC(=O)N/N=C/c1ccccn1 | 37.1

The list goes on.
Values run as follows: MT stabilize HCS, MT stabilize HCS Hoechst-high %, MT stabilize HCS cytotoxicity %, Ins promoter up, Ins promoter up cell count, human PMI inhibitors, TNAP activation fold, b-catenin transl, b-catenin transl cell count 5 µM, Hep lipid drop, Hep lipid drop cells 6.5 µM, Autophagy HCS, Autophagy HCS cell loss 18 h, T cell HTS, T cell HTS vesicle-bound %, human PMI inhibition
> CCOC(=O)N1CCC(N2Cc3cccc(C(=O)Nc4ccc(F)cc4)c3C2=O)CC1
 : 1.8, 1.1, 1.0, 0.62, 1445, -3.9%, 1, -1.7, 1407, nt, nt, i, 0.2, i, 55.1, -4.9%
> CNc1nc(SC(C)C(=O)Nc2ccc(Cl)c(Cl)c2)nc(N2CCOCC2)n1 (stereo not given)
 : 1.8, 2.0, 7.5, -0.44, 1151, -2.2%, 1.1, -2.2, 1070, 2.5, 684, i, 25.9, i, 44.1, 1.6%
> CCOC(=O)Cc1csc(N/N=C\c2cccc(Br)c2)n1
 : 1.5, 1.3, 6.1, 0.23, 1584, -15.4%, 1.1, 1.7, 1369, nt, nt, i, -1.4, i, 62.8, 7.1%
> Nc1nc(CSC(=S)N2CCOCC2)nc(Nc2ccccc2)n1
 : 2.6, 1.6, 1.1, 0.31, 1289, 1.6%, 1, 0.4, 907, 3.7, 685, i, -8.8, i, 30.7, 6.6%
> COc1ccc(C2=NN(S(C)(=O)=O)C(c3ccc4nccnc4c3)C2)cc1 (stereo not given)
 : 2.5, 2.4, 2.6, -0.28, 1200, -15.7%, 0.9, 0.4, 944, 25.1, 801, i, 3.8, i, 30.8, -9.9%
